Dicer inh = inhibitors of human Dicer processing of pre-microRNA; actives 6% (n = 47,000); Q9UPY3; z-score at 25 µM; AID 1347074; cat-ELCCA pre-miR-21 Dicer processing, chemiluminescence; active compounds read high; in the data active = z-score above about 3, passing the limit was not always enough;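 also: plate controls were vehicle for no effect and no enzyme for full effect; higher signal means more uncleaved substrate so more Dicer inhibition; strong numbers were not always called active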
Target sequence (Q9UPY3 whole entry, looked up): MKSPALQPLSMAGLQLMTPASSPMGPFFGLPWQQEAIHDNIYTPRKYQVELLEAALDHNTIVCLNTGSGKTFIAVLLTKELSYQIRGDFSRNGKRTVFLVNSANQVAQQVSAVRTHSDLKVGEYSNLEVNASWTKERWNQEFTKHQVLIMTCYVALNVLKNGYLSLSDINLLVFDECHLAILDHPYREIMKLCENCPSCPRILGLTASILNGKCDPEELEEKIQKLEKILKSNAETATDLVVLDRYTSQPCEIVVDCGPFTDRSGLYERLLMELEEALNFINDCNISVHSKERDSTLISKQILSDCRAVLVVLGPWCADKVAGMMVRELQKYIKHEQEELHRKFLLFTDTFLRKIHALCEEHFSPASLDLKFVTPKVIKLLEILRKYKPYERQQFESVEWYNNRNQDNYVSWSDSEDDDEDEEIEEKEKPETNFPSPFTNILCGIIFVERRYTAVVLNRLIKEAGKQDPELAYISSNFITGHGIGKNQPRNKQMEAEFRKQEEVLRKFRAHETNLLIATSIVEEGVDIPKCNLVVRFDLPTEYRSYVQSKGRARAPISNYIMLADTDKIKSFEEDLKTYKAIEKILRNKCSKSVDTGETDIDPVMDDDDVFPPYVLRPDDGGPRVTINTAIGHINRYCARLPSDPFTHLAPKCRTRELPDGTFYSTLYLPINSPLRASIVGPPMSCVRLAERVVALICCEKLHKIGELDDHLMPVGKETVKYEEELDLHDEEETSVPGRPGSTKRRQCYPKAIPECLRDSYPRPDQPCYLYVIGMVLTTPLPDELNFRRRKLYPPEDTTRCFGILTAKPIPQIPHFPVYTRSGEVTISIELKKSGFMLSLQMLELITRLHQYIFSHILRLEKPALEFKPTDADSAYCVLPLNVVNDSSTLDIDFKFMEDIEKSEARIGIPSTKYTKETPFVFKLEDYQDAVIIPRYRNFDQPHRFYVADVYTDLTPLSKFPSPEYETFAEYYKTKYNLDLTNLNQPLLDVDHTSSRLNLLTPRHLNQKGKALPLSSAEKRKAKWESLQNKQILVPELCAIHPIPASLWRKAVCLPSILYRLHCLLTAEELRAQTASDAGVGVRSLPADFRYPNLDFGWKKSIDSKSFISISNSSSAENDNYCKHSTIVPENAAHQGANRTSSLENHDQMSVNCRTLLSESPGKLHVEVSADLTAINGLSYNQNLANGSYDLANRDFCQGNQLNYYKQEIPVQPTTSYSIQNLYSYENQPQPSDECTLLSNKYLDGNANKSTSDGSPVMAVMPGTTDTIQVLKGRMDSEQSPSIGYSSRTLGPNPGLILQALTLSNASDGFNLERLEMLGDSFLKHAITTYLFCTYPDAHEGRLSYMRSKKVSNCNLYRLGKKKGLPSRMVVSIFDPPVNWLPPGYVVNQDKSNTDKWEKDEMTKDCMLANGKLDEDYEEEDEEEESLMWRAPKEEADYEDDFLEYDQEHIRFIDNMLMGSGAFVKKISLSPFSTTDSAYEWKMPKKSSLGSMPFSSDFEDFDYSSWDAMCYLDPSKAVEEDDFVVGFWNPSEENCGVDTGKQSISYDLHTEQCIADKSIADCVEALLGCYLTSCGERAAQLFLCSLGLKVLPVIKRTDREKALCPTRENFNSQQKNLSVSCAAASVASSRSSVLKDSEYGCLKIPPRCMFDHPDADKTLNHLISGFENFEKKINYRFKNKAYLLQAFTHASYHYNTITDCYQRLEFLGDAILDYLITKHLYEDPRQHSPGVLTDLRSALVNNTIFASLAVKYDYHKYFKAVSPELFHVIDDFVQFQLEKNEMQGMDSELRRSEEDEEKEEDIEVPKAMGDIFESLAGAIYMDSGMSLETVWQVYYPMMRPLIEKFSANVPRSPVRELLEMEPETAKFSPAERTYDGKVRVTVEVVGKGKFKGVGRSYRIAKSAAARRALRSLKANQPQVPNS
Numbers without * were called inactive; & = joins results of further samples. These rows are one share of the data. The share of hits here may be higher or lower than overall.

SMILES | Dicer inh
Cc1ccc(N2C(=O)c3oc4ccccc4c(=O)c3C2c2ccc(O)cc2)nc1 (stereo not drawn) | 4.4*
CCOc1cc(-c2ccccc2)[nH]c(=S)n1 | -0.69
CSc1n[nH]c(=O)n1-c1cccc(Cl)c1 | 5.3
Nc1nccnc1C(=O)N/N=C/c1ccc(Cl)cc1 | 1.3
N/C(COc1ccccc1Cl)=N\O | -0.95
COc1ccccc1Nc1snc2sc(C(=O)c3ccc(C)cc3)c(N)c12 | 0.98
COc1ccc2c(c1)CCc1sc(N)nc1-2 | -3
CCSCCOC(=O)C1=C(C)NC2=C(C(=O)CC(c3ccccc3Cl)C2)C1c1cccc(O)c1 (stereo not drawn) | 1.4
S=C(NCc1ccccc1)NC1CCCCC1 | -1.6
COc1ccc(NC(=O)c2ccc3ncccc3c2)cc1 | -2.5
N#Cc1cnn(-c2ncnc3sc(-c4ccccc4)cc23)c1N | -0.18
CCCCc1c(O)c2ccccc2n(CCCC)c1=O | -0.94
CC(C)CC(Nc1ncnc2sc3c(c12)CCC3)C(=O)O (stereo not drawn) | 1.7
Clc1ccc(C2=NCCc3sccc32)cc1 | -0.59
COc1ccc(-c2cc(C(F)F)n3ncc(C(=O)N4CCSCC4)c3n2)cc1 | 3*
CC1CC(=O)c2cc(Cl)ccc2S1 (stereo not drawn) | 0.93
O=C(O)COCC(=O)Nc1nc(-c2ccc(F)c(F)c2)cs1 | -1.1
CN1C(=O)C2(/C(=C(/O)c3ccccc3)C(=O)C(=O)N2CCN2CCOCC2)c2ccccc21 (stereo not drawn) | 5.4*
CC(=O)Oc1ccccc1C(=O)Nc1ncc([N+](=O)[O-])s1 | 2.5
CCO/C=C1\SC(=S)N(CCc2ccc(OC)c(OC)c2)C1=O | 1.2
CC1(c2ccc(Br)cc2)NC(=O)CS1 (stereo not drawn) | -0.65
CSc1nc(-c2ccccc2)cc(C)c1C#N | -0.09
COc1nc(-c2ccc(C)cc2)ccc1-c1noc(-c2cccnc2)n1 | 3.5*
O=S(=O)(c1ccccc1)c1ccc(S(=O)(=O)N2CCOCC2)s1 | -0.55

Compounds listed so far with a halogen, in the order listed:
SMILES | Dicer inh
CSc1n[nH]c(=O)n1-c1cccc(Cl)c1 | 5.3
Nc1nccnc1C(=O)N/N=C/c1ccc(Cl)cc1 | 1.3
N/C(COc1ccccc1Cl)=N\O | -0.95
CCSCCOC(=O)C1=C(C)NC2=C(C(=O)CC(c3ccccc3Cl)C2)C1c1cccc(O)c1 (stereo not drawn) | 1.4
Clc1ccc(C2=NCCc3sccc32)cc1 | -0.59
COc1ccc(-c2cc(C(F)F)n3ncc(C(=O)N4CCSCC4)c3n2)cc1 | 3*
CC1CC(=O)c2cc(Cl)ccc2S1 (stereo not drawn) | 0.93
O=C(O)COCC(=O)Nc1nc(-c2ccc(F)c(F)c2)cs1 | -1.1
CC1(c2ccc(Br)cc2)NC(=O)CS1 (stereo not drawn) | -0.65

The results go on.
SMILES | Dicer inh
O=C(O)c1ccccc1C(=O)NC1CCN(c2nccc(C(F)(F)F)n2)CC1 | 3.8
COc1ccc(C2=NN(C(=O)CCC(=O)O)C(c3ccc(Cl)cc3)C2)cc1OC (stereo not drawn) | 5.1
Cc1cc(S(=O)(=O)c2nc3ccc(Cl)cc3s2)c(C)cc1Cl | -2.2
CCCCN(C)S(=O)(=O)c1ccc(C)c(-c2nnc3c4ccccc4c(C)nn23)c1 | -0.13
O=C(NNc1ccc(-c2csnn2)cc1)c1ccccc1C(F)(F)F | -0.37
CC(=O)NC(=S)NNC(=O)c1cccc([N+](=O)[O-])c1 | -1.1
COC(=O)c1c(O)cc(=O)[nH]c1N | -0.93
C=CCn1c(SCC(=O)NNC(=O)Nc2cccc(Cl)c2)nnc1-c1ccccc1 | 1
Fc1ccc(NC(=S)NC2CC3CC2C2C=CCC32)cc1 (stereo not drawn) | -0.34
CC(=O)OCC(=O)[C@@]1(O)CC[C@H]2[C@@H]3CCC4=CC(=O)CC[C@]4(C)[C@H]3C(=O)C[C@@]21C | 0.44
O=C(Nc1cccc(COC(=O)c2sccc2Cl)c1)c1sccc1Cl | -0.82
NS(=O)(=O)c1ccc(Sc2ccc(Cl)cc2)c([N+](=O)[O-])c1 | -0.24
CCCc1nc(-c2ccc(-c3ccc(Cl)cc3)nc2OC)no1 | -0.55
C=C1SC(Nc2cc(C)c(C)cc2C)=NC1(C)C | -0.53
CCCC12CN3CC(CCC)(CN(C1)C3c1ccccc1)C2=O (stereo not drawn) | 1.4
O=C1C2C3CCCC3=C3CCCC3C2C(=O)N1c1ccccc1F (stereo not drawn) | 3.5
CCOc1cc(C2C(C(=O)c3cc4ccccc4o3)=C(O)C(=O)N2CCN(C)C)ccc1O (stereo not drawn) | -0.47
Cc1n(CC(O)COC2CCCCC2)c2ccccc2[n+]1C (stereo not drawn) | 0.24
O=C(Nc1ccc(-c2ccccn2)s1)N1CCOCC1 | -0.4
COC(=O)c1ccccc1NC(=S)N(C)N | 1.5
CCOc1ccc(-c2nc(C#N)c(NC3CC3)o2)cc1 | -0.5
Cc1cccnc1N1C(=O)C2C3C=CC(C3)C2C1=O (stereo not drawn) | -1.3
O=S(=O)(Nc1ccc(-n2ccc(C(F)(F)F)n2)cc1)c1cccc(Cl)c1Cl | 2.5
CN(C(=O)CSc1nc(-c2ccco2)cc(C(F)(F)F)n1)c1ccccc1 | -0.46

Another view of some results above.
| SMILES | Dicer inh |
| --- | --- |
| CCCC12CN3CC(CCC)(CN(C1)C3c1ccccc1)C2=O (stereo not drawn) | 1.4 |
| O=C1C2C3CCCC3=C3CCCC3C2C(=O)N1c1ccccc1F (stereo not drawn) | 3.5 |
| CCOc1cc(C2C(C(=O)c3cc4ccccc4o3)=C(O)C(=O)N2CCN(C)C)ccc1O (stereo not drawn) | -0.47 |

Further compounds.
SMILES | Dicer inh
CCC(C)[C@H](N)c1nnc(SCc2ccc(C)cc2)o1 (stereo partly drawn) | 0.39
Cc1cc(C(=O)N/N=C/C(C)(C)C)nn1-c1c(Cl)cc(Cl)cc1Cl | 1.2
CC1=Nn2c(nnc2-c2ccccc2)SC1 | 0.72
CCOC(=O)C(=CNc1cccc(C)n1)C(=O)OCC | -1.6
COc1ccc(-c2c(C)nc3ccc(Cl)cc3c2-c2ccccc2)cc1OC | -1
CSC1=N/C(=C\c2ccc(C(=O)O)cc2)C(=O)S1 | 0.48
CCOc1ccc(N2C(=O)CC(NC3CCN(c4ccc(S(=O)(=O)CC)cc4)CC3)C2=O)cc1 (stereo not drawn) | 0.24
O=[N+]([O-])c1ccc(S(=O)(=O)c2ccc(Cl)cc2)c(Cl)c1 | -1.3
O=C(NCCc1c[nH]c2ccccc12)c1cc2n(n1)C(C(F)(F)F)CC(c1ccco1)N2 (stereo not drawn) | 0.02
O=c1oc(-c2cccnc2Oc2ccccc2)nc2cccc(F)c12 | 0.77
NC1=C(c2ccccc2)C(=O)c2ccccc21 | 0.29
CC1(C)CC(=O)C(N=Nc2cccc(F)c2C#N)=C(O)C1 | 0.84
CN(C)CCN1C(=O)C(=O)/C(=C(/O)c2ccc(F)cc2)C1c1ccccc1F (stereo not drawn) | 2.5
O=C(CCn1nnc(-c2cccc(Cl)c2Cl)n1)N/N=C/c1ccccc1Cl | 3.2*
COc1cc(CC(=O)O)c([N+](=O)[O-])cc1OC | -0.03
Cc1cc(SCC(=O)N(C)c2ccc(F)cc2F)c(C)cc1Cl | -0.34
CSc1ccc(C2c3c(oc4cc(C)c(C)cc4c3=O)C(=O)N2CCCN2CCOCC2)cc1 (stereo not drawn) | -0.4
S=C(Nc1ccccc1)Nc1ccc(C2CC2(Cl)Cl)cc1 (stereo not drawn) | 0.72
CCOc1ccc(N2CCCCn3c2nc2c3c(=O)n(CC)c(=O)n2C)cc1 | -1.6
Cc1cc(C)nc(Nc2ccc(O)cc2)n1 | 0.19
COc1ccc(OCc2nc(N)nc(SC)n2)cc1 | -1.4
CCOC(=O)C1=C(C)NC(C)=C(C(=O)OC)C1c1cccc(Cl)c1Cl (stereo not drawn) | 0.28
Cc1nc2c(C)c(C)c(C)c(C)c2nc1C | -0.26
Cc1ccc2c(c1)C(C)(c1ccccc1)CC(C)(C)N2C(=O)CSc1nncn1C (stereo not drawn) | 5.6*

A few values from the entries so far:
In Dicer inh, `S=C(Nc1ccccc1)Nc1ccc(C2CC2(Cl)Cl)cc1` (stereo not drawn) is entered as 0.72
In Dicer inh, `Cc1ccc2c(c1)C(C)(c1ccccc1)CC(C)(C)N2C(=O)CSc1nncn1C` (stereo not drawn) is entered as 5.6*
In Dicer inh, `Cc1cc(SCC(=O)N(C)c2ccc(F)cc2F)c(C)cc1Cl` is entered as -0.34
In Dicer inh, `CCOc1ccc(N2C(=O)CC(NC3CCN(c4ccc(S(=O)(=O)CC)cc4)CC3)C2=O)cc1` (stereo not drawn) is entered as 0.24

(further entries)
SMILES | Dicer inh
O=C(Nc1cc(C(F)(F)F)cc(C(F)(F)F)c1)C(Sc1ccccn1)c1ccccc1 (stereo not drawn) | 2.3
O=C1c2oc3ccccc3c(=O)c2C(c2cccc(O)c2)N1Cc1ccccc1 (stereo not drawn) | 0.58
COc1ccc(N2C(=O)CSCC2=O)cc1OC | -0.08
Cc1cc2n(n1)C(c1ccc(N(C)C)cc1)Nc1ccccc1-2 (stereo not drawn) | 1.3
N#Cc1c(-c2ccccc2)nc2n1CCS2 | 1.5
COc1ccc(C2c3c(oc4ccccc4c3=O)C(=O)N2Cc2ccc3c(c2)OCO3)cc1OC (stereo not drawn) | 1.1
COC(=O)c1noc(C)c1-c1ccnn1S(=O)(=O)c1cccc(C(F)(F)F)c1 | -0.95
C=CCSc1n[nH]c(=O)n1-c1ccc(Cl)cc1 | 1
CCOC(=O)c1cnn(-c2ncnc3sc4c(c23)CCCC4)c1N | -1.3
COc1ccc(C(CC(=O)c2ccccc2)Sc2ccccc2C)cc1 (stereo not drawn) | -0.37
Cc1ccc(-c2ccn(-c3ccc(C)c(Cl)c3)c(=S)n2)cc1 | 2.3
Cc1c(Cl)c([N+](=O)[O-])nn1CC(=O)NCCCN1CCOCC1 | -0.5
c1ccc(C2CN3CCSC3=N2)cc1 (stereo not drawn) | 1.1&-1.4
CCOC(=O)C1CCN(/C=C(\C#N)S(=O)(=O)c2ccc(Cl)cc2)CC1 | 1.8
Cc1onc(-c2ccccc2)c1CNC(=O)NC1CCN(C(=O)OCc2ccccc2)CC1 | -4.6
COc1ccc(CN2C(=O)c3oc4ccc(Cl)cc4c(=O)c3C2c2ccc(O)c(OC)c2)cc1 (stereo not drawn) | 1.4
CC(C)(C)C(=O)OC/C(N)=N/OC(=O)c1ccc(Cl)c(Cl)c1 | -0.48
CCOc1ccccc1Nc1ncnc2ccccc12 | 0.94
O=C(Nc1ccccc1)c1cccc(=O)o1 | -0.36
CCOC(=O)CN(C(=O)COc1nc(-c2ccccc2)cc(C)c1C#N)c1ccc(C)cc1 | -3.2
CC(C)OC(=O)CSc1nnc(-c2ccc(Br)cc2)o1 | 0.88
O=C(CSc1ccccn1)N1CCN(S(=O)(=O)c2ccccc2)C1 | 3.4*
CCOc1ccc(C2C(C(=O)c3ccco3)=C(O)C(=O)N2Cc2cccnc2)cc1OC (stereo not drawn) | -0.32
Nc1nc2c(c(=O)[nH]1)C(c1ccccc1Br)CC(=O)N2 (stereo not drawn) | 1.3
Cc1ccccc1C1CC(=O)c2cnc3[nH]n(-c4ccccc4)c(=O)c3c2C1 (stereo not drawn) | 0.23
O=c1[nH]c(-c2ccccc2)nc(=S)[nH]1 | 2
NC(=O)C1(N2CCCCC2)CCN(C(=O)CSCC(=O)O)CC1 | 0.33
Cc1ccc(C)c(CN2C(=O)C(O)(c3c(C)[nH]c4ccccc34)c3ccccc32)c1 (stereo not drawn) | 1.3
Cc1cc(C)nc(SCc2nc3ccccn3c2Br)n1 | -0.76
CN1C(=O)[C@H](Cc2ccc([N+](=O)[O-])cc2)NC1=S | -0.75
Nc1ccc(S(=O)(=O)NCc2cccnc2)cc1 | 2.5
O=C(O)CCC(=O)CCC(=O)c1ccc(Cl)cc1 | 1.7
CC(C)(C)c1ccc(NC(=O)Nc2sccc2-c2nc3ccccc3s2)cc1 | -1.1
CCOC(=O)c1c(NC(=O)Nc2ccc(Cl)c(Cl)c2)sc2c1CCC(C)C2 (stereo not drawn) | -0.21
CC(C)Cn1c(=S)[nH]c2ccccc2c1=O | 0.42
Cc1ccn2cc(-c3cccc(S(=O)(=O)N4CCOCC4)c3)nc2c1 | -0.79
Cc1c(N=NC2=C(O)CC(C)(C)CC2=O)cc2c(c1[N+](=O)[O-])C(C)(C)CC2(C)C | -0.66
Cc1nn(Cc2nnn(CC(=O)N/N=C/c3ccc(Cl)cc3)n2)c(C)c1Br | 0.01
Nc1nc2c(c(=O)[nH]1)C(c1ccccc1Cl)CC(=O)N2 (stereo not drawn) | -0.51
O=c1c(-c2ccccc2Cl)c(C(F)(F)F)oc2c(CN3CCCC3)c(O)ccc12 | 0.46
Cc1cccc(C)c1NC(=S)NNC(=O)c1ccccc1C1=NCCCN1 | 0.71
CC1CCCCC1N1CN=C(Nc2nc3ccccc3o2)NC1 (stereo not drawn) | 0.8
Cc1onc(-c2ccccc2Cl)c1C(=O)NNc1cccc(C(F)(F)F)n1 | 0.23
CN(C)C(=O)Nc1ccc(C(C)(C)C)cc1NC(=O)N(C)C | 1.5
S=C(NNC(=S)NC1CC2C=CC1C2)NC1CC2C=CC1C2 (stereo not drawn) | -0.9
CN1CCc2c(sc3c2C(=O)NC(c2cccc(O)c2)N3)C1 (stereo not drawn) | -0.75
CCCCN(C)c1ncnc2c1sc1nc(C)c3c(c12)CC(C)(C)OC3 | -0.14
COc1nc2c(c(-c3ccccc3Cl)c1C#N)Cc1ccccc1-2 | -0.81
O=C(Cn1nnc(-c2ccccc2Oc2ccc(Cl)cc2Cl)n1)NNC(=S)Nc1ccccc1C(F)(F)F | 4.4*
COc1ccc(OCc2nc(-c3ccccc3Cl)no2)cc1 | 0.3
Cc1c(S(=O)(=O)c2ccc(Cl)cc2)csc1C(=O)N1CCN(c2ccc(C(F)(F)F)cn2)CC1 | -0.37
CCOC(=O)Cc1cc(=O)n2[nH]c(C)cc2n1 | -0.33
Cc1ccc2c(N)c(C(=O)O)sc2n1 | 2
COc1ccc(CC2CCC(=NOC(=O)c3cccc(C(F)(F)F)c3)CC2)cc1 (stereo not drawn) | 0.6
CN(C)CCC(O)c1ccc2c(c1)OCCCCO2 (stereo not drawn) | 0.3
